Source: PubChem (several laboratories)
TRPC6 activator: mouse TRPC6 channel activation. HEK293-TRPC6 membrane potential dye fluorescence; active compounds read high. B-score at 10 µM. Q61143. AID 2550. 0.13% of 310,000 active;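 active = B-score of the integrated fluorescence ratio above library mean plus 3 SD, and starting fluorescence ratio within library mean plus 5 SD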;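 note: higher score means more depolarization so channel activation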
TRPC4 act: TRPC4 (mouse) channel activation. HEK293 TRPC4beta/mu-opioid, Fluo4 calcium fluorescence; active compounds read high. B-score at 10 µM. 0.49% of 310,000 active. AID 2237;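 active = B-score above 5 SD of library B-scores, and initial fluorescence ratio not above library mean plus 5 SD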;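 note: positive B-score marks a calcium rise read as TRPC4 activation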
Target sequence (Q9QUQ5 whole entry, looked up): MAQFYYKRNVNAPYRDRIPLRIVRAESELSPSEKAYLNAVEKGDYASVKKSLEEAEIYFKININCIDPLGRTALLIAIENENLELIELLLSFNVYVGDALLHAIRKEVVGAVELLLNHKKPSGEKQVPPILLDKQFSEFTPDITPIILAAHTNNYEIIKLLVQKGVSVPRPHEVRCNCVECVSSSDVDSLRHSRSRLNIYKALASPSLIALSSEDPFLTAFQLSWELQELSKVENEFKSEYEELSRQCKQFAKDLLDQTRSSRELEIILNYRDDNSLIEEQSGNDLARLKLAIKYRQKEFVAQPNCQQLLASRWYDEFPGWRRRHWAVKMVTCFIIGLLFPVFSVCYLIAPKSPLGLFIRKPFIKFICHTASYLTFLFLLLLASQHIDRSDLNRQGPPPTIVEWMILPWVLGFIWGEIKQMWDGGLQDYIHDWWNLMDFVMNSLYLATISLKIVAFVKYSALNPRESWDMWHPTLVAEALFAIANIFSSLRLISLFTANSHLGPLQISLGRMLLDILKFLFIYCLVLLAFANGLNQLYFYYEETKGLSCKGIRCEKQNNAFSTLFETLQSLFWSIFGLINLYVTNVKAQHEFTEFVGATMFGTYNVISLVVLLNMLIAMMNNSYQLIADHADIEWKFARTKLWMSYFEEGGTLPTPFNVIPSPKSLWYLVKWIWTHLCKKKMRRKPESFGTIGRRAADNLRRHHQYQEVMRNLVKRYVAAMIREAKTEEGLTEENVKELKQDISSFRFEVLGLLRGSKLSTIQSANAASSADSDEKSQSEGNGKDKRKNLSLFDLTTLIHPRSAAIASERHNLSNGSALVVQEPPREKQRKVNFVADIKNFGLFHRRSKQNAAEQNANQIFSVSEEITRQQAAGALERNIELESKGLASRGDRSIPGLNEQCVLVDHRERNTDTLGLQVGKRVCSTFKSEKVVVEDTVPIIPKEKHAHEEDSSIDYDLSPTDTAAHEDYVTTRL
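Assay system: HEK293 stable line with TRPC4beta plus mu-opioid receptor; schedule: 45 min room-temperature Fluo4 loading, 110 s read; technique: kinetic Fluo4 calcium fluorescence; evaluation: integrated baseline-normalised fluorescence ratio, converted to per-well B score; controls: buffer (low) and maximal DAMGO (high)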
MrgX1 agonist: agonists of human MrgX1 receptor; Q96LB2; MrgX1-HEK293 cells, Fluo-4 calcium fluorescence, agonist mode; active compounds read high; B-score at 10 µM; 0.44% of 310,000 active; AID 588627;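 active = calcium response B-score plate-corrected fluorescence ratio at least 3 library SD, with starting fluorescence B-score inside 5 SD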
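Material: HEK293 cells stably expressing human MrgX1 receptor | Quantity: 15,000 cells per well | Times: Cells plated overnight, dye loaded 0.5 h 37 °C, 0.5 h room temperature | Measured by: Kinetic Fluo-4 NW fluorescence of intracellular calcium | Control set: Positive and negative controls per plate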
MrgX1 antagonist: blocks BAM8-22 activation of human MrgX1 receptor; Q96LB2; MRGX1-HEK293 calcium flux, Fluo-4, BAM8-22 antagonism; active compounds read low; B-score at 10 µM; 1.3% of 310,000 active; AID 588676;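 active = calcium-response B-score plate-corrected more than 3 library SD below zero, starting fluorescence within 5 deviations, no agonist response on first addition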;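 note: peak minus trough fluorescence over baseline after final BAM8-22 challenge near maximal dose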
TRPC6 inh: blocks the mouse TRPC6 cation channel; Q61143; HEK293-TRPC6, membrane potential dye, ACh-evoked depolarization; active compounds read low; B-score at 10 µM; 1.1% of 310,000 active;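 active = B-score under library mean minus 3 SD, initial fluorescence not abnormally high, positive integrated signal ratio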;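 note: B-score derived from integrated fluorescence ratio over the kinetic read; more negative B-score means stronger inhibition of depolarization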
TRPC4 PAM: allosterically enhances the mouse TRPC4 cation channel; HEK293 TRPC4beta/mu-opioid, DAMGO EC20, Fluo-4 Ca2+ flux; active compounds read high; B-score at 10 µM; 0.42% of 310,000 active; AID 2227;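 active = B-score of calcium response area above 5 SD of library B-scores, with initial fluorescence ratio within 5 SD of library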;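 note: B-score of integrated fluorescence ratio over time as area under calcium response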
AI-2 QS mod: Vibrio harveyi AI-2 quorum sensing modulation | Vibrio harveyi JMH597 AI-2 luminescence/OD600 ratio, 9 h; active compounds read low; strain lacks LuxN and CqsS sensors; 0 = neutral-control median | activity change, % at 7.5 µM | 0.4% of 300,000 active | AID 2094; in the data active = activity change below about -75%, passing the limit was not always enough; inconclusive = no clear call, values can overlap the other calls;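 note: luminescence divided by OD600 gain over 9 h not by final OD600 alone; inactives centre near 13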
MrgX1 PAM: human MrgX1 positive allosteric modulation, primary screen | Q96LB2 | MrgX1-HEK293, Fluo-4 calcium flux, FDSS; active compounds read high | B-score at 10 µM | AID 588675 | 0.63% of 310,000 active;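 active = plate-corrected calcium response at least 3 library SD above typical, normal starting fluorescence, not activating the receptor alone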;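 note: compound read alongside a low EC10 to EC30 dose of BAM8-22 agonist; peak minus trough fluorescence over baseline measured at the second addition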
HIF act: HIF pathway transcriptional activation; U2OS HRE-luciferase reporter, luminescence; normalized: DMSO 0%, desferrioxamine 100%; activation, % at 7.5 µM (by protocol); 0.32% of 300,000 active; AID 1910;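 active = mean activation of at least 10% of the iron chelator positive control signal, with at least half of replicates also reaching 10%; inconclusive = mean and replicate majority disagree about reaching 10%; inactive = mean and most replicates under 10%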
TRPC4 block: blocks the mouse TRPC4 cation channel; Q9QUQ5; HEK293 TRPC4beta/mu-opioid, DAMGO-evoked Fluo4 calcium flux; active compounds read low; B-score at 10 µM; 0.39% of 300,000 active; AID 2247;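 active = B-score over 3 SD under the library average, no early fluorescence shift, positive overall ratio signal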
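Assay system: HEK293 cells with stable TRPC4beta plus mu-opioid receptor expression; Probe or stimulus: DAMGO in two steps, submaximal then maximal; Dosing: single-point compound dosing; Measured by: Fluo4 calcium-dye fluorescence, kinetic read; Read-out basis: B score from integrated Fluo4 fluorescence ratio.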
PolyA inhibitor: yeast polyadenylation inhibition | AID 1875 | calls only at 12 µM | S. cerevisiae SKY197-pL101 polyadenylation reporter, beta-gal luminescence; efflux-impaired pdr1/pdr3 knockout yeast; score 100 = 6 SD above DMSO | 0.02% of 300,000 active;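 active = lowest replicate activity score at least 50, where 100 means six control SD above control mean; inconclusive = lowest score under 50 but half or more replicates reach 50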;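 note: yeast exposed to compound for 9 h at 30 °C; higher score means more reporter readthrough which indicates perturbed polyadenylation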
The depositor's hits bear a star; i = inactive; ? = inconclusive; . = no result given. An excerpt (hit frequency here may not be typical).

SMILES | TRPC6 activator | TRPC4 act | MrgX1 agonist | MrgX1 antagonist | TRPC6 inh | TRPC4 PAM | AI-2 QS mod | MrgX1 PAM | HIF act | TRPC4 block | PolyA inhibitor
CN1CCN(C(=O)c2cnn(-c3ccccc3)c2NC(=O)c2cccs2)CC1 | i | i | i | -5.86* | i | i | 24.2 | i | -0.2 | i | i
CCS(=O)(=O)NCC(c1cccnc1)N1CCN(c2ccc(OC)cc2)CC1 (configuration not stated) | i | i | i | i | i | i | 20.9 | i | -0.3 | i | i
COc1ccc(Cl)cc1CN1C(=O)NC2(CCCCCC2)C1=O | i | i | i | i | i | i | -1.3 | i | -0.1 | i | i
CCOC(=O)CN(C(=O)CSc1nnc2c(n1)[nH]c1ccc(F)cc12)c1ccccc1 | i | i | i | i | i | i | 12.7 | i | -0.6 | i | i
Cc1ccnc(SCCn2c(N3CCN(c4ccccc4)CC3)nc3c2c(=O)[nH]c(=O)n3C)n1 | i | i | i | i | i | i | -5.9 | i | -0.2 | i | i
COc1ccc(-c2cn[nH]c2N)cc1 | i | i | i | i | i | i | -5.8 | i | 0.1 | i | i
CSc1nc(C)cc(Oc2ccc(=O)n(C)n2)n1 | i | i | i | i | i | i | 17.3 | i | -0.2 | i | i
COC(=O)c1ccc(N2CCN(S(=O)(=O)c3ccc(C)cc3)CC2)c([N+](=O)[O-])c1 | i | i | i | i | i | i | 32.2 | i | -0.1 | i | i
CC(=O)c1ccc(OC(=O)CCc2nc3ccccc3s2)cc1 | i | i | i | i | i | i | 9.3 | i | 0.3 | i | i
Cc1cc(NC(=O)c2nn3cccnc3c2Cl)no1 | i | i | i | i | i | i | -4.3 | i | 0.3 | . | i
COc1ccc(C(=O)N2C(=S)NC(=O)/C2=C\c2ccc(C)cc2)cc1 | i | i | i | i | i | i | 32.5 | i | -0.1 | i | i
Cc1[nH]nc(SCC(=O)NC(C)c2ccccc2)c1[N+](=O)[O-] (configuration not stated) | i | i | i | i | i | i | 27.7 | i | -0.3 | i | i
COc1cccc(/C(O)=C2/C(=O)C(=O)N(CCCN3CCOCC3)C2c2ccncc2)c1 (configuration not stated) | i | i | i | i | i | i | 7.2 | i | 0.2 | i | i
CC(C)(C)c1ccc(OCC(=O)Nc2ccncc2)cc1 | i | i | i | i | i | i | 8.2 | i | -0.5 | i | i
CCOC(=O)C1(Cc2cccc(Cl)c2)CCCN(C(=O)c2ccc(COC)s2)C1 (configuration not stated) | i | i | i | i | i | i | 26.6 | i | 0.1 | i | i
COc1cc(NC(=O)Cc2c(C(=O)O)n(C)c3ccccc23)cc(OC)c1OC | i | i | i | i | i | i | 20.6 | i | -0.3 | i | i
COc1cccc(NC(=O)CN(C)C(=O)CCCc2nc3ccccc3s2)c1 | i | i | i | i | i | i | 4.7 | i | 0.1 | i | i
CCOc1c(Cl)cc(Cl)cc1CNCCNCCO | i | i | i | i | i | i | 13.4 | i | 0.2 | i | i
Cc1ccccc1NC(=S)N(CCN1CCOCC1)Cc1ccccc1F | i | i | i | i | i | i | 13.5 | i | 0.2 | i | i
COc1cc(Cl)ccc1OCc1cc(C(=O)N[C@H]2CCCCNC2=O)no1 | i | i | i | i | i | i | 14.7 | i | 0.0 | i | i
Nc1ccccc1C(=O)NCCN1CCNC1=O | i | i | i | i | i | i | 16.1 | i | 0.1 | i | i
CCN(Cc1ccccc1)S(=O)(=O)c1cc2[nH]c(=O)c(=O)[nH]c2cc1C | i | i | i | i | i | i | 22.7 | i | -0.1 | i | i
CCCCCN=Cc1c(C)[nH]n(-c2nc3ccccc3s2)c1=O | i | i | i | i | i | i | -13.4 | i | -4.5 | i | i
COc1ccc(S(=O)(=O)Nc2ccc(F)cc2)c(C)c1C | i | i | i | i | i | i | 4.9 | i | -0.3 | i | i
COc1ccc(NC(=S)N2CCN(c3ncccn3)CC2)c(OC)c1 | i | i | i | i | i | i | 6.5 | i | -0.1 | i | i
c1ccc(CCNCCOc2ccccc2)cc1 | i | i | i | i | i | i | 19.3 | i | 1.7 | i | i
CC(C)[C@H](NC(=O)c1ccco1)C(=O)N(C)Cc1ccc(C(F)(F)F)cc1 | i | i | i | i | i | i | . | i | -1.1 | i | i
CC(C)N(CCCNC(=O)Cn1ncc2c([nH]c3ccccc32)c1=O)Cc1ccccc1 | i | i | i | i | i | i | 19.4 | i | 0.7 | i | i
OCC1(Cc2ccccc2)CCN(Cc2cnc(-c3cccc4ccccc34)nc2)CC1 | i | i | i | i | i | i | 17.9 | i | 0.3 | i | i
COC(=O)c1cc(S(=O)(=O)N2c3ccccc3CC2C)cn1C (configuration not stated) | i | i | i | i | i | i | 21.3 | i | -0.2 | i | i
O=C(NNC(=S)NC1CC2C=CC1C2)c1ccncc1 (configuration not stated) | i | i | i | i | i | i | 9.4 | i | -0.4 | i | i
O=C(CCSCc1ccccc1Cl)N1CCN(c2cccc(Cl)c2)CC1 | i | i | i | i | i | i | 18.3 | i | -0.1 | i | i
Cc1ccc(Cn2ncn(-c3ccccc3)c2=O)cc1 | i | i | i | i | i | i | ? | i | 1.1 | i | i
CC1CC(NC(=O)C2(C)CC2(Cl)Cl)CC(C)(C)C1 (configuration not stated) | i | i | i | i | i | i | 13.3 | i | -0.5 | i | i
CN(C)/C=N/c1nc(-c2ccc3c(c2)OCO3)cs1 | i | i | i | -6.43* | i | i | 11.9 | i | 2.2 | i | i
CN(C)C(=O)Cn1cnc2c(cnn2-c2ccc(F)cc2)c1=O | i | i | i | i | i | i | 18.1 | i | -0.8 | i | i
O=S(=O)(Cc1cc(Cl)nc(-c2ccncc2)n1)c1ccccc1 | i | i | i | i | i | i | 17.4 | i | 0.6 | i | i
O=C(Nc1ccccc1)N(Cc1cccnc1)Cc1ccco1 | i | i | i | i | i | i | 13.6 | i | -0.3 | i | i
CCOC(=O)c1c(NC(=O)C(C)NCc2ccco2)sc2c1CCC(C)C2 (configuration not stated) | i | i | i | i | i | i | -8.9 | i | 0.6 | i | i
O=C(NN1C(=O)c2ccccc2NC1c1ccco1)c1ccc(Br)cc1 (configuration not stated) | i | i | i | i | i | i | 0.8 | i | 1.8 | i | i
O=C(CCc1c[nH]c2ccccc12)NC(Cc1c[nH]c2ccccc12)C(=O)O (configuration not stated) | i | i | i | i | i | i | 22.1 | i | -15.6 | i | i
Cc1csc(NC(=O)[C@@H]2CCCN2C(=O)c2cccs2)n1 | i | i | i | i | i | i | 14.2 | i | 0.0 | i | i
COc1cccc(C2C(C(=O)Nc3cccnc3)=C(C)Nc3nnnn32)c1OC (configuration not stated) | i | i | i | i | i | i | 16.4 | i | -0.2 | i | i
CSc1ccc(CN2CCC(CO)(CCOc3ccccc3)CC2)cc1 | i | i | i | i | i | i | 8.6 | i | 1.9 | i | i
COc1ccc(N2CCN(C(=O)c3cccc(NS(=O)(=O)c4cccc(F)c4)c3)CC2)cc1 | i | i | . | . | i | i | 13.7 | . | -1.0 | i | i
COc1ccc(Oc2ccc(C(F)(F)F)cc2N)cc1 | i | i | i | i | i | i | -38.4 | i | 2.2 | i | i
CCN(C(=O)COC(=O)c1c(-c2ccccc2)noc1C)c1c(N)n(Cc2ccccc2)c(=O)[nH]c1=O | i | i | i | i | i | i | 10.8 | i | -0.2 | i | i
O=C(Cn1ncc2c([nH]c3ccccc32)c1=O)Nc1cccnc1 | i | i | i | i | i | i | 16.5 | i | 0.3 | i | i
COc1cccc(-c2nc(-c3ccc4c(c3)NC(=O)CO4)cs2)c1 | i | i | i | i | i | i | 14.2 | i | 2.2 | i | i
COc1cccc(NC(=O)CSc2nncn2N)c1 | i | i | i | i | i | i | 36.4 | i | -0.3 | i | i

Continued:
SMILES | TRPC6 activator | TRPC4 act | MrgX1 agonist | MrgX1 antagonist | TRPC6 inh | TRPC4 PAM | AI-2 QS mod | MrgX1 PAM | HIF act | TRPC4 block | PolyA inhibitor
CCCCCCCC(=O)Nc1cc(C(=O)NCc2ccc(C)cc2)ccc1N1CCC2(CC1)CC(c1cccc(Br)c1)=NO2 | i | i | i | i | i | i | 10.8 | i | -0.1 | . | i
COc1cccc(C(=O)Nc2cc(C)c3c(=O)oc4ccccc4c3n2)c1 | i | i | i | i | i | i | -5.3 | i | -0.1 | i | i
COc1ccc(NC(=O)CN2C(=O)NC3(CCCC3)C2=O)c(OC)c1 | i | i | i | i | i | i | 6.7 | i | -0.1 | i | i
CCOC(=O)c1cccc(NC(=O)CSc2nnc(-c3ccoc3C)n2CC)c1 | i | i | i | i | i | i | 30.7 | i | 0.6 | i | i
Cc1ccc2occ(/C=N/NC(=O)c3ccccc3O)c(=O)c2c1 | i | i | i | i | i | i | 22.6 | i | 6.4 | i | i
CCOc1ccc2oc(-c3ccccc3)c(C(=O)N(C)C)c2c1 | i | i | i | i | i | i | 12.3 | i | -0.5 | i | i
Cn1c(Cn2nnc3ccccc32)nnc1SCC(=O)Nc1nccs1 | i | i | i | i | i | i | 28.8 | i | -10.1 | i | i
COc1ccc(OCCSc2nc3nc(C)cc(C)n3n2)cc1 | i | i | i | i | i | i | 14.3 | i | -0.2 | i | i
CC(C)C(=O)Nc1ccc(C(=O)NNC(=S)NC(=O)c2cccs2)cc1 | i | i | i | i | i | i | -27.5 | i | 0.2 | i | i
CCC(=O)Oc1ccc2c(C)cc(=O)oc2c1C(=O)c1ccccc1 | i | i | i | i | i | i | 35.3 | i | . | i | i
CCCS(=O)(=O)NCc1cn2c(C)csc2n1 | i | i | i | i | i | i | 0.2 | i | 1.8 | i | .
C=CCSC1=C(C#N)C(c2cc(Br)c(O)c(OC)c2)CC(=O)N1 (configuration not stated) | i | i | i | i | i | i | 5.6 | i | 0.5 | i | i
c1ccc(CN(Cc2ccccc2)c2c3c(nc4ncnn24)CCC3)cc1 | i | i | i | i | i | i | 11.5 | i | -0.5 | i | i
Cc1ccc(NC(=O)c2ccc(Br)o2)cc1S(=O)(=O)N(C)C | i | i | i | i | i | i | -36.9 | i | 1.2 | i | i
Cc1ccccc1OCc1nc2ccccc2[nH]1 | i | i | i | i | i | i | 31.2 | i | 1.6 | i | i
